Screens (PubChem)
NALP1 inh: NALP1 inhibition | AID 2071 | S. cerevisiae NALP1/ASC/caspase-1 growth, X-gal OD620, 72 h | actives 0.61% (n = 280,000) | inhibition, % at 10 µM; in the data active = inhibition mostly above about 24%, no sharp cut-off; inactive = mostly below about 32%; note: some compounds called inactive have numbers as strong as hits
OXTR ag: human OXTR agonism; P30559; CHO-OTR cells, Fluo-8 calcium fluorescence; normalized: DMSO 0%, oxytocin 100%; activation, % at 3 µM; actives 0.32% (n = 320,000); AID 2435;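 active = activation above the mean of all tested compounds plus 3 SD, cutoff set per screening run, cut at about 20% in these data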;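 note: peak over basal fluorescence ratio from a 100 s FLIPR kinetic read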
PHOSPHO1 block: inhibitors of human PHOSPHO1 phosphatase; Q8TCT1; AID 1565; actives 1.1% (n = 290,000); recombinant PHOSPHO1, absorbance phosphatase assay; inhibition, % at 13.3 µM; in the data active = inhibition above about 60%
M18AAP inhibitor: blocks P. falciparum M18 aspartyl aminopeptidase; recombinant PfM18AAP, H-Glu-NHMec fluorogenic cleavage; inhibition, % at 7.35 µM; actives 1.2% (n = 290,000); AID 1822;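 active = inhibition above the campaign mean inhibition over all tested compounds plus 3 SD, cut at about 28% in these data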;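 note: 0% = plate median of test compound wells and 100% = 2 mM ZnCl2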
MEKK2mut PB1 HTS: signal of MEK5 binding to mutant human MEKK2 PB1 domain; bead flow cytometry, Alexa488-MEK5 binding to MEKK2 mutant; percent response, % at 10 µM; actives 0.35% (n = 290,000); in the data active = percent response above about 24%, passing the limit was not always enough; note: inactives centre near 1; some results filed as inactive read as strong as hits; reference of the scale not given here
FID counter: displaces DNA intercalator in HCV helicase counter-screen; actives 0.17% (n = 290,000); DNA fluorescent intercalator displacement, fluorescence; inhibition, % at 7.9 µM; in the data active = inhibition above about 37%;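 note: 0% = vehicle and 100% = reference compound; higher means more ethidium bromide displaced from hairpin DNA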
GPR7 antagonist: antagonists of human GPR7 (neuropeptides B/W receptor 1). actives 1.1% (n = 290,000). GPR7-expressing cells, fluorescence antagonist assay. AID 1861. inhibition, % at 4.4 µM. P48145; in the data active = inhibition above about 16%, passing the limit was not always enough;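 note: cells stimulated with the agonist NPW; 0% = agonist with vehicle and 100% = vehicle without agonist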
Target sequence (P48145 whole entry, looked up): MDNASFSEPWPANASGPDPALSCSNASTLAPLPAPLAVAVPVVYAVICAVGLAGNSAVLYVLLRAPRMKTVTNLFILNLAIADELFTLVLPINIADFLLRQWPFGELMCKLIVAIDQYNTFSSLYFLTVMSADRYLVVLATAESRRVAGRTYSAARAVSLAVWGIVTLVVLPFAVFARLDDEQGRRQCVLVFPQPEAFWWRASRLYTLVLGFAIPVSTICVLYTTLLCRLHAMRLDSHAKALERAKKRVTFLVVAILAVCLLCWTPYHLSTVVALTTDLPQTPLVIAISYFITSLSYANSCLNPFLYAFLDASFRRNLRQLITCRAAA
MEKK2wt PB1 HTS: raises or lowers MEK5 binding to wildtype human MEKK2 PB1 domain; Q9Y2U5; bead flow cytometry, Alexa488-MEK5 binding to MEKK2 WT; actives lie on both sides; binding response (% of control), % at 10 µM; actives 1.1% (n = 290,000); AID 1531; in the data active = binding response below about 67% or above about 130%
MEKK3 PB1 HTS: modulators (inhibitors or enhancers) of MEK5 binding to human MEKK3 PB1 domain | actives 1.4% (n = 290,000) | binding response (% of control), % at 10 µM | AID 1529 | bead-based flow cytometry, Alexa488-MEK5 binding to MEKK3; actives lie on both sides; 0 = blocked by unlabeled MEK5, 100 = vehicle;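 active = binding response more than 3 SD above or below the average of its plate-row segment, actives on both sides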;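 note: Alexa488 bead fluorescence after subtracting the streptavidin-only scavenger bead signal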
Target sequence (Q99759 whole entry, looked up, the tested form may be a part): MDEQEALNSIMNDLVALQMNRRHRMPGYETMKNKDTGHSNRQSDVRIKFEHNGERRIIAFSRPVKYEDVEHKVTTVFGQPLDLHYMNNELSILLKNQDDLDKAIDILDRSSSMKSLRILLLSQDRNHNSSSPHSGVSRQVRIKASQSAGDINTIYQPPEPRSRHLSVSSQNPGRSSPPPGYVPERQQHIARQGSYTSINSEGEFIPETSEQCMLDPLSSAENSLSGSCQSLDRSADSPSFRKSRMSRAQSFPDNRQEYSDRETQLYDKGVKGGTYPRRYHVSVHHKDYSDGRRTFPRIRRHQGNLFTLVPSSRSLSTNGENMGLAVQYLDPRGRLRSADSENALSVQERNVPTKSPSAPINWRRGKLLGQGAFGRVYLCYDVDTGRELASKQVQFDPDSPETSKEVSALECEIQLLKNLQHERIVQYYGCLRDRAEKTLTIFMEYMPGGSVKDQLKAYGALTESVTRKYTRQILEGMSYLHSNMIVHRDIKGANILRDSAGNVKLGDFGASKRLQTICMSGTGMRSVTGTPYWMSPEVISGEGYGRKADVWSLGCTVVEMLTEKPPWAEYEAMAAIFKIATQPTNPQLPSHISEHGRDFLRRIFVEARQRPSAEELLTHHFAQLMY
* = called active by the depositor; x = no result given.

cpd	SMILES	NALP1 inh	OXTR ag	PHOSPHO1 block	M18AAP inhibitor	MEKK2mut PB1 HTS
1	COCCCNC(=O)CNC(=S)N(Cc1ccc(F)cc1)C1CCCCC1	5	-0.8	21	5	9
2	O=C(O)c1c2c(nc3ccccc13)/C(=C/c1c(F)cccc1F)CCC2	16	0.2	12	1	-3
3	CCN1CCN(C(=O)C2CCN(S(=O)(=O)c3cc(Cl)ccc3Cl)CC2)CC1	13	0.6	30	-5	-1
4	COc1ccccc1N1CCN(C(=O)C(Cc2ccccc2)NC(=O)C2CCCCC2)CC1 (stereo not given)	18	-2.0	19	-1	-4
5	CN(c1ccccc1C(=O)N1CCN(c2ccccc2F)CC1)S(=O)(=O)c1ccccc1	4	x	37	1	0
6	CCOC(=O)c1ccc(NC(=O)CCn2nnc3ccccc32)cc1	-7	0.3	-8	-5	4
7	CC12COC3(C(=O)Nc4nccs4)CC1CCC32C (stereo not given)	-1	-1.2	46	3	1
8	CCCCC(=O)Nc1ccc(NC(=O)C2CC2)nc1	2	1.4	13	-7	3
9	Cc1cc(OCC(=O)N(C(C)C)C(C)C)cc(C)c1Br	9	-3.0	-37	-5	-2
10	O=C(Nc1ccccc1Oc1ccsc1C(=O)O)c1ccccc1F	3	-0.1	23	-1	6

cpd	FID counter	GPR7 antagonist	MEKK2wt PB1 HTS	MEKK3 PB1 HTS
1	-28	16	114	110
2	-25	12	99	98
3	-2	-12	100	102
4	-44	-13	103	95
5	-59	-4	103	102
6	-9	-10	104	104
7	-5	-6	107	106
8	3	19	106	104
9	-14	-8	97	99
10	-15	-12	108	103

In a second layout: seven of the compounds above.
Second line of a record – NALP1 inh, OXTR ag, PHOSPHO1 block, M18AAP inhibitor, MEKK2mut PB1 HTS, FID counter, GPR7 antagonist, MEKK2wt PB1 HTS, MEKK3 PB1 HTS
1. COCCCNC(=O)CNC(=S)N(Cc1ccc(F)cc1)C1CCCCC1
    5, -0.8, 21, 5, 9, -28, 16, 114, 110
2. O=C(O)c1c2c(nc3ccccc13)/C(=C/c1c(F)cccc1F)CCC2
    16, 0.2, 12, 1, -3, -25, 12, 99, 98
3. CCN1CCN(C(=O)C2CCN(S(=O)(=O)c3cc(Cl)ccc3Cl)CC2)CC1
    13, 0.6, 30, -5, -1, -2, -12, 100, 102
4. COc1ccccc1N1CCN(C(=O)C(Cc2ccccc2)NC(=O)C2CCCCC2)CC1 (stereo not given)
    18, -2.0, 19, -1, -4, -44, -13, 103, 95
5. CN(c1ccccc1C(=O)N1CCN(c2ccccc2F)CC1)S(=O)(=O)c1ccccc1
    4, x, 37, 1, 0, -59, -4, 103, 102
6. CCOC(=O)c1ccc(NC(=O)CCn2nnc3ccccc32)cc1
    -7, 0.3, -8, -5, 4, -9, -10, 104, 104
7. CC12COC3(C(=O)Nc4nccs4)CC1CCC32C (stereo not given)
    -1, -1.2, 46, 3, 1, -5, -6, 107, 106

Going on with the list:
cpd	SMILES	NALP1 inh	OXTR ag	PHOSPHO1 block	M18AAP inhibitor	MEKK2mut PB1 HTS
11	NS(=O)(=O)c1ccc(NC(=O)CSc2nc3ccccc3nc2N2CCOCC2)cc1	-6	-1.0	0	4	-6
12	COC(=O)/C(C#N)=C/c1c(Oc2cc(C)cc(C)c2)nc2c(C)cccn2c1=O	18	0.3	9	-3	0
13	COc1cccc(CNCC(O)(c2ccc(Cl)cc2)c2ccc(Cl)cc2)c1	18	2.5	-1	2	7
14	Cn1cc(S(=O)(=O)N2CCOCC2)cc1C(=O)NCc1ccc(Cl)cc1	0	-0.9	33	-6	-1
15	O=c1[nH]c(CN2CCN(S(=O)(=O)c3ccccc3C(F)(F)F)CC2)nc2sc3c(c12)CCCC3	4	-0.7	-1	-6	2
16	COCCN(C(=O)COC(=O)/C(=C/c1ccccc1)NC(C)=O)c1c(N)n(Cc2ccccc2)c(=O)[nH]c1=O	8	x	17	-7	-1
17	O=C(c1cc(-c2ccc(F)cc2)on1)N1CCCCCC1	36	-2.3	32	-4	0
18	N#C/C(=C\Nc1ccc2c(c1)OCCO2)c1nc(-c2ccccc2)cs1	x	1.3	-12	0	-2
19	COc1ccccc1C(=O)NNc1ncc(C)s1	3	-0.8	24	31*	15
20	O=C(CN1CCCC1)Nc1cc(C(F)(F)F)ccc1Cl	10	-0.9	12	1	4

cpd	FID counter	GPR7 antagonist	MEKK2wt PB1 HTS	MEKK3 PB1 HTS
11	-22	4	88	95
12	-6	-13	100	102
13	5	14	158*	111
14	-17	-2	104	102
15	-8	-1	103	105
16	-16	-9	102	101
17	-29	36*	103	102
18	3	-5	97	98
19	0	-12	107	105
20	0	0	102	105

(cont.)
cpd	SMILES	NALP1 inh	OXTR ag	PHOSPHO1 block	M18AAP inhibitor	MEKK2mut PB1 HTS
21	N=c1sccn1CC(=O)Nc1cc(Cl)ccc1[N+](=O)[O-]	8	0.0	57	12	-3
22	O=C(Nc1nnc(SCc2c(Cl)cccc2Cl)s1)c1ccc2ncsc2c1	12	-0.2	11	3	8
23	N#CCCn1nc(-c2ccccc2)c2ccccc2c1=O	19	-2.2	24	-9	1
24	CCN(CC)c1ccc(NC(=O)CN2CCN(c3ccc(F)cc3)CC2)cc1	13	-2.2	35	-6	-2
25	CCOc1ccc(NC(=O)c2cccc(OC(=S)N3CCC(C)CC3)c2)cc1	-4	-1.6	32	14	1
26	CCCCn1c(N)c(N(CCC(C)C)C(=O)C2CC(=O)N(c3ccccc3OCC)C2)c(=O)[nH]c1=O (stereo not given)	5	-0.2	13	3	12
27	CC(C)S(=O)(=O)c1cnc(-c2cccnc2)nc1N	6	-0.5	23	3	-13
28	CN(C)CCCNS(=O)(=O)c1ccc(Cl)s1	30*	1.5	38	-15	0
29	O=C(Cc1ccccc1)Nc1ccc(N2CCCC2)cc1	12	-0.1	14	5	2
30	CCS(=O)(=O)N1CCN(Cc2ccccc2OC)CC1	30	0.4	57	-5	6

cpd	FID counter	GPR7 antagonist	MEKK2wt PB1 HTS	MEKK3 PB1 HTS
21	4	15	101	103
22	-5	0	103	105
23	-14	-14	102	99
24	-13	9	101	101
25	-19	-9	104	105
26	-36	-13	114	109
27	-4	-16	94	93
28	0	2	103	101
29	-1	4	99	101
30	4	-7	113	108

(next part)
cpd	SMILES	NALP1 inh	OXTR ag	PHOSPHO1 block	M18AAP inhibitor	MEKK2mut PB1 HTS
31	C#Cc1ccc([C@H]2C=C(C(=O)N3CCN(Cc4ccccc4)CC3)O[C@@H](OCc3ccc(CO)cc3)C2)cc1	-9	0.9	44	-6	3
32	Cc1ccc(-n2nc3c(c2NC(=O)c2cc4ccccc4o2)CS(=O)(=O)C3)cc1	4	0.0	38	-2	5
33	CC(=O)c1cccc(S(=O)(=O)Nc2ccc(N3CCOCC3)cc2)c1	6	0.6	28	8	4
34	O=C(NCc1cccc(Br)c1)C1CC(c2ccc(C(F)(F)F)cc2)=NO1 (stereo not given)	x	1.8	x	x	3
35	O=C(CSc1nc2ccccc2s1)NCCCN1CCOCC1	27	-0.8	-7	-6	0
36	CC1(c2ccc(OC(F)F)cc2)NC(=O)N(CC(=O)Nc2ccc3c(c2)OCO3)C1=O (stereo not given)	3	39*	-3	1	4
37	CCCN(Cc1cc2ccc(C)cc2[nH]c1=O)S(=O)(=O)c1ccccc1	9	-1.1	-5	-13	-1
38	COc1cc2c(cc1NC(=O)C(C)N1CCN(S(=O)(=O)c3ccccc3[N+](=O)[O-])CC1)oc1ccccc12 (stereo not given)	33	1.2	21	-3	2
39	O=C(CSc1nnc(Cc2ccccc2)o1)c1ccccc1	8	-1.4	-6	0	-9
40	Cc1cc2oc(C(=O)Nc3ccc(S(=O)(=O)Nc4ncccn4)cc3)cc(=O)c2cc1Cl	-9	0.0	24	-4	1

cpd	FID counter	GPR7 antagonist	MEKK2wt PB1 HTS	MEKK3 PB1 HTS
31	-26	-1	98	92
32	-45	-10	105	101
33	-3	-18	104	97
34	x	x	102	106
35	1	-9	101	100
36	-1	78*	101	100
37	-20	-4	98	97
38	1	-2	100	107
39	-12	-2	87	97
40	-7	-4	95	97

Next section:
cpd	SMILES	NALP1 inh	OXTR ag	PHOSPHO1 block	M18AAP inhibitor	MEKK2mut PB1 HTS
41	OCCN1CCN(C(=S)c2ccc(Cl)cc2)CC1	-8	0.9	31	43*	2
42	Cn1cc(/C=C/c2cc[n+](C)cc2)c2cc(F)ccc21	2	4.3	-12	12	1
43	O=C(Nc1ccncc1)C1COc2ccccc2O1 (stereo not given)	22	2.9	26	6	-4
44	Cc1ccc(C(=O)NCc2ccccn2)cc1S(=O)(=O)N1CCCCC1	-12	-0.7	8	-8	1
45	CCc1ccc(NC(=O)C2CCCN(S(=O)(=O)c3c(C)[nH]c(=O)[nH]c3=O)C2)cc1 (stereo not given)	2	-0.1	48	-6	-4
46	Cc1nc2cc(NS(=O)(=O)c3ccc(Br)cc3)ccc2n1C	5	4.3	-6	-3	-13
47	CCN(CC)CCN(C)C1CCC(c2ccccc2)CC1 (stereo not given)	34	1.7	-10	3	3
48	CCC(C)NC(=O)c1cc2c(=O)n(CC)c3ccccc3c2s1 (stereo not given)	14	-1.4	-51	-7	1
49	CC(C)(C)c1ccc(/C=C/C(=O)c2ccc(NC3=NCCCS3)cc2)cc1	47	-1.4	-12	-10	32
50	COc1cccc(C(=O)NCCC2=CCCCC2)c1OC	0	-1.1	7	3	1
51	CCSc1nnc(N2C(=O)C(O)=C(C(=O)c3ccco3)C2c2cccc(OC)c2)s1 (stereo not given)	9	5.1	33	10	2
52	Cc1ccccc1COc1cccc(/C=N/NC(=O)c2nnn(-c3nonc3N)c2C)c1	14	2.5	40	-9	0
53	Cc1cc(C(=O)CN2C(=O)c3cccc(N)c3C2=O)c(C)n1Cc1cccs1	7	1.9	5	14	-4

cpd	FID counter	GPR7 antagonist	MEKK2wt PB1 HTS	MEKK3 PB1 HTS
41	1	-1	99	101
42	17	-15	103	95
43	5	-6	94	87
44	-29	-6	100	99
45	-5	-2	97	97
46	-6	-1	90	92
47	13	-3	101	102
48	-26	15	105	103
49	10	-10	139*	109
50	-13	-3	99	99
51	-29	1	102	100
52	-2	6	97	103
53	-2	-4	92	97
